TRPC6 act: mouse TRPC6 channel activation; Q61143; HEK293-TRPC6 membrane potential dye fluorescence; hits give high values; B-score at 10 µM; hit rate 0.13% among 310,000; AID 2550;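 active means B-score of the integrated fluorescence ratio above library mean plus 3 SD, and starting fluorescence ratio within library mean plus 5 SD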;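 further: higher score means more depolarization so channel activation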
MrgX1 PAM: allosterically activates human MrgX1 receptor signaling; AID 588675; Q96LB2; MrgX1-HEK293, Fluo-4 calcium flux, FDSS; hits give high values; B-score at 10 µM; hit rate 0.63% among 310,000;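 active means plate-corrected calcium response at least 3 library SD above typical, normal starting fluorescence, not activating the receptor alone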;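 further: compound read alongside a low EC10 to EC30 dose of BAM8-22 agonist; peak minus trough fluorescence over baseline measured at the second addition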
TRPC4 act: opens the mouse TRPC4 cation channel | Q9QUQ5 | HEK293 TRPC4beta/mu-opioid, Fluo4 calcium fluorescence; hits give high values | B-score at 10 µM | hit rate 0.49% among 310,000 | AID 2237;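 active means B-score above 5 SD of library B-scores, and initial fluorescence ratio not above library mean plus 5 SD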;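 further: positive B-score marks a calcium rise read as TRPC4 activation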
Target sequence (Q9QUQ5 whole entry, looked up): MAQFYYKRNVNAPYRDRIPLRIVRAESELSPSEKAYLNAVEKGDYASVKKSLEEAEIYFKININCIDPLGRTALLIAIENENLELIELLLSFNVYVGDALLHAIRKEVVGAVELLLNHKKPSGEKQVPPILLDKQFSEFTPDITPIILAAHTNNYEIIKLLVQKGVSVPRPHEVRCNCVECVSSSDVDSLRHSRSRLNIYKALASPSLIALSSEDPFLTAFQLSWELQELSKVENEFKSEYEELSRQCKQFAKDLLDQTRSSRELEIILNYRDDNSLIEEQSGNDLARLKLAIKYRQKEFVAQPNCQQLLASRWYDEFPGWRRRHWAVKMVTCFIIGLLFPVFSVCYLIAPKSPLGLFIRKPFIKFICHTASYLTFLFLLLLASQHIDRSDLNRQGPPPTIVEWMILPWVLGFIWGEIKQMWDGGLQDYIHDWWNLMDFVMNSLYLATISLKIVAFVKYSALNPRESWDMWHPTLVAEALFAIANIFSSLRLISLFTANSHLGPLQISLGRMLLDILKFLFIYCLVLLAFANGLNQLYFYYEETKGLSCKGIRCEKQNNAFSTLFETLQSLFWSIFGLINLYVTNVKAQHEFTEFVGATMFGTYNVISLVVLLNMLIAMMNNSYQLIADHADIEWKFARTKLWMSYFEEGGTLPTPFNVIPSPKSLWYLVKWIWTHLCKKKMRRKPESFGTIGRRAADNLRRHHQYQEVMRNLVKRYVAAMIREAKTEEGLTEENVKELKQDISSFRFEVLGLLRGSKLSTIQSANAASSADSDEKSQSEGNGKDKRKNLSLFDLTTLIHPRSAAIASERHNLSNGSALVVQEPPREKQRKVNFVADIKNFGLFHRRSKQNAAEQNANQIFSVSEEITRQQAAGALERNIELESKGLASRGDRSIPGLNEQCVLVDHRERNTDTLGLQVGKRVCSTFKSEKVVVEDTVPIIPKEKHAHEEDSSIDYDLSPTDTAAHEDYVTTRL
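Test system: HEK293 cells stably co-expressing mouse TRPC4beta and mu-opioid receptor | Schedule: Fluo4 dye loading 45 min at room temperature, 110 s recording | Measured by: Kinetic Fluo4 calcium fluorescence, 5 s baseline at 1 Hz | Evaluation: B score of integrated ratio | Controls: Buffer (low) and maximal DAMGO (high)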
MrgX1 antagonist: antagonists of human MrgX1 receptor | MRGX1-HEK293 calcium flux, Fluo-4, BAM8-22 antagonism; hits give low values | B-score at 10 µM | hit rate 1.3% among 310,000;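 active means calcium-response B-score plate-corrected more than 3 library SD below zero, starting fluorescence within 5 deviations, no agonist response on first addition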;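 further: peak minus trough fluorescence over baseline after final BAM8-22 challenge near maximal dose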
MrgX1 ag: activates human MrgX1 receptor signaling; Q96LB2; MrgX1-HEK293 cells, Fluo-4 calcium fluorescence, agonist mode; hits give high values; B-score at 10 µM; hit rate 0.44% among 310,000;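 active means calcium response B-score plate-corrected fluorescence ratio at least 3 library SD, with starting fluorescence B-score inside 5 SD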
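System – MrgX1-expressing HEK293 cells · Incubation – cells plated overnight, dye loaded 0.5 h 37 °C, 0.5 h room temperature · Technique – kinetic Fluo-4 NW fluorescence of intracellular calcium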
TRPC6 inhibitor: inhibitors of mouse TRPC6 channel. HEK293-TRPC6, membrane potential dye, ACh-evoked depolarization; hits give low values. B-score at 10 µM. hit rate 1.1% among 310,000. AID 2553;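 active means B-score under library mean minus 3 SD, initial fluorescence not abnormally high, positive integrated signal ratio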;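 further: B-score derived from integrated fluorescence ratio over the kinetic read; more negative B-score means stronger inhibition of depolarization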
AI-2 QS mod: Vibrio harveyi AI-2 quorum sensing modulation | Vibrio harveyi JMH597 AI-2 luminescence/OD600 ratio, 9 h; hits give low values; strain lacks LuxN and CqsS sensors; 0 = neutral-control median | activity change, % at 7.5 µM | hit rate 0.4% among 300,000; in the data active means activity change below about -75%, passing the limit was not always enough;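 further: luminescence divided by OD600 gain over 9 h not by final OD600 alone; inactives centre near 13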
TRPC4 potent: TRPC4 (mouse) allosteric potentiation; B-score at 10 µM; HEK293 TRPC4beta/mu-opioid, DAMGO EC20, Fluo-4 Ca2+ flux; hits give high values; AID 2227; Q9QUQ5; hit rate 0.42% among 310,000;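 active means B-score of calcium response area above 5 SD of library B-scores, with initial fluorescence ratio within 5 SD of library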;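 further: B-score of integrated fluorescence ratio over time as area under calcium response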
PolyA inhibitor: blocks polyadenylation in yeast reporter cells; hit rate 0.02% among 300,000; calls only at 12 µM; AID 1875; S. cerevisiae SKY197-pL101 polyadenylation reporter, beta-gal luminescence; efflux-impaired pdr1/pdr3 knockout yeast; score 100 = 6 SD above DMSO;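 active means lowest replicate activity score at least 50, where 100 means six control SD above control mean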;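 further: yeast exposed to compound for 9 h at 30 °C; higher score means more reporter readthrough which indicates perturbed polyadenylation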
HIF activator: HIF pathway transcriptional activation; U2OS HRE-luciferase reporter, luminescence; normalized: DMSO 0%, desferrioxamine 100%; activation, % at 7.5 µM (by protocol); AID 1910; hit rate 0.32% among 300,000;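 active means mean activation of at least 10% of the iron chelator positive control signal, with at least half of replicates also reaching 10%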
TRPC4 inh: inhibitors of mouse TRPC4 channel | hit rate 0.39% among 300,000 | AID 2247 | B-score at 10 µM | Q9QUQ5 | HEK293 TRPC4beta/mu-opioid, DAMGO-evoked Fluo4 calcium flux; hits give low values;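 active means B-score over 3 SD under the library average, no early fluorescence shift, positive overall ratio signal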
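Assay system – HEK293 line stably carrying TRPC4beta and mu-opioid receptor · Doses – single dose · Detection – Fluo4 calcium-dye fluorescence, kinetic read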
* = called active by the depositor; i = inactive; . = not tested or not shown.

Sequence of screens – TRPC6 act, MrgX1 PAM, TRPC4 act, MrgX1 antagonist, MrgX1 ag, TRPC6 inhibitor, AI-2 QS mod, TRPC4 potent, PolyA inhibitor, HIF activator, TRPC4 inh
(1) COc1ccc2c(C)cc(SCC(=O)N(C)C3CCS(=O)(=O)C3)nc2c1 (stereo unspecified)
  i, 10*, i, i, i, i, 6, i, i, 0.3, i
(2) CCn1c2ccccc2c2cc(N=C3SC(CC(=O)Nc4ccccc4OC)C(=O)N3CCOC)ccc21 (stereo unspecified)
  i, i, i, i, i, i, 3, i, i, -0.2, i
(3) CC1=CC(C)(C)n2c(O)c(N=NC(N)=S)c3cccc1c32
  i, i, i, i, i, i, 8, i, i, -0.3, i
(4) CC(=O)Nc1c(NCC(C)C)c2ccccc2oc1=O
  i, i, i, i, i, i, 21, i, i, -0.6, i
(5) O=C(COc1ccc(Cl)cc1Br)NNC(=O)C(=O)N1CCCCC1
  i, i, i, i, i, i, 40, i, i, 0.0, i
(6) CCn1nnnc1NC(=O)c1cc(Cl)c(OC)c(Cl)c1
  i, i, i, i, i, i, 16, i, ., ., i
(7) CCCCCn1c(C(Cc2ccccc2)NC(=O)COC)nc2ccccc21 (stereo unspecified)
  i, i, i, i, i, i, 16, i, i, -0.2, i
(8) CCC(NC(=O)c1cccc(Cn2nc(C)c([N+](=O)[O-])c2C)c1)c1ccc(C(C)C)cc1 (stereo unspecified)
  i, i, i, i, i, i, 9, i, i, -0.3, i
(9) CCCc1[nH]nc2c1C(c1ccccc1OCC)C(C#N)=C(N)O2 (stereo unspecified)
  i, i, i, i, i, i, 2, i, i, -0.9, i
(10) CSc1nn2c(C(F)(F)F)cc(C(F)(F)F)nc2c1C(N)=O
  i, i, i, i, i, i, 21, i, i, 0.0, i
(11) COCCN1C(=NCCCOC(C)C)N[C@@H](c2ccccc2)C(C(=O)OC)=C1C
  i, i, i, i, i, i, 9, i, i, 0.0, i
(12) Cc1ccc(C(=O)C2CCN(CC(=O)Nc3ccccc3C)CC2)cc1
  i, i, i, i, i, i, 2, i, i, -0.1, i
(13) CC1CN(C(=O)Cn2c(C(F)(F)F)nc3ccccc32)CC(C)O1 (stereo unspecified)
  i, i, i, i, i, i, 18, i, i, -11, i
(14) Cc1ccccc1NC(=O)C1CCCN(S(=O)(=O)c2ccc(-n3cnnn3)cc2)C1 (stereo unspecified)
  i, i, i, i, i, i, 22, i, i, -0.8, i
(15) Cc1ccc(/C=N/NC(=O)c2nnn(-c3nonc3N)c2-c2ccccc2)o1
  i, i, i, i, i, i, 27, i, i, -0.5, i
(16) Cc1cccc(NC(=O)Nc2cccc(C#N)c2)n1
  i, i, i, i, i, i, 21, i, i, 8.6, i
(17) CC(Cc1ccccc1)NC(=S)CN1CCCC1=S (stereo unspecified)
  i, i, i, i, i, i, -4, i, i, -0.7, i
(18) COc1ccc(C(C(=O)NC2CCCCC2)N(C(=O)c2snc(C(N)=O)c2N)c2ccccc2OC)cc1 (stereo unspecified)
  i, i, i, i, i, i, 24, i, i, -0.3, i
(19) COc1cccc(/C=C2\SC(=O)N(CCC(=O)N3CCCCC3CCO)C2=O)c1 (stereo unspecified)
  i, i, i, i, i, i, 11, i, i, -0.3, i
(20) COc1ccc(NC(=O)COC(=O)Cc2c(F)cccc2Cl)cc1OC
  i, i, i, i, i, i, 10, i, i, 0.9, i
(21) COc1cccc(C(=O)COC(=O)c2n[nH]c(=O)c3ccccc23)c1
  i, i, i, i, i, i, 1, i, i, -0.7, i
(22) c1ccc(CCNc2ncnc3sccc23)nc1
  i, i, 51*, i, i, i, -8, i, i, 2.0, i
(23) Cc1ccc(S(=O)(=O)N2CCN(S(=O)(=O)c3ccccc3)C2c2ccc(N(C)C)cc2)cc1 (stereo unspecified)
  i, i, i, i, i, i, 29, i, i, -1.3, i
(24) O=C(O)c1ccc(N2C(=O)CSC2c2cccc([N+](=O)[O-])c2)cc1 (stereo unspecified)
  i, i, i, i, i, i, 63, i, i, 0.0, i
(25) O=C(CSc1nnc(COc2ccc(Cl)cc2)o1)N1c2ccccc2CCc2ccccc21
  i, i, i, i, i, i, 14, i, i, -0.2, i
(26) NS(=O)(=O)c1ccc(NC(=O)c2cc(-c3cccs3)nc3ccccc23)cc1
  i, i, i, i, i, i, 21, i, i, 0.5, i
(27) Cc1ccc(NC(C)c2cc(Cl)ccc2O)cc1 (stereo unspecified)
  i, i, i, i, i, i, 33, i, i, -0.2, i
(28) CCn1cc(Br)c(C(=O)Nc2ccc(F)c(Cl)c2)n1
  i, i, i, i, i, i, 38, i, i, 3.5, i
(29) CCOC(=O)COc1ccc2c(c1)C(=O)CC(C)(C)O2
  i, i, i, i, i, i, 28, i, i, -0.2, i
(30) O=C(CCc1nc(-c2ccccc2Cl)no1)NCC1CCCO1 (stereo unspecified)
  i, i, i, i, i, i, 32, i, i, -0.6, i
(31) COc1ccc(NC(=O)CN2CCN(CC(=O)Nc3ccccc3F)CC2)cc1OC
  i, i, i, i, i, i, 12, i, i, 0.6, i
(32) N=c1sccn1CC(=O)Nc1cccc(S(=O)(=O)N2CCCCCC2)c1
  i, i, i, i, i, i, 31, i, i, -0.1, i
(33) O=C(Nc1ccccc1)N1CCOCC1
  i, i, i, i, i, i, 14, i, i, -0.1, i
(34) CC(=O)Nc1cc[n+](C(C)C(=O)c2ccc(Br)cc2)cc1 (stereo unspecified)
  i, i, i, i, i, i, 18, i, i, -0.7, i
(35) O=C(OCC(=O)N1CCN(S(=O)(=O)c2ccc(Cl)cc2)CC1)C1CCC1
  i, i, i, i, i, i, 74, i, i, -0.8, i
(36) CC(/C=C1\SC(=S)N(CCC(=O)Nc2cccc(C(=O)O)c2)C1=O)=C\c1ccccc1
  i, i, i, i, i, i, 24, i, i, -0.2, i
(37) C[C@@H]1C=CC(=O)O[C@@H]1c1ccc(Cl)cc1
  i, i, i, i, i, i, 0, i, i, 3.1, i
(38) O=C(Nn1cnnc1)c1ccc(Br)s1
  i, i, i, i, i, i, 26, i, i, -0.8, i
(39) COc1cccc(C2CC(c3cccs3)=NN2S(C)(=O)=O)c1 (stereo unspecified)
  i, i, i, i, i, i, 28, i, i, 0.8, i
(40) CCOC(=O)CSc1ncc(-c2ccccc2)cn1
  i, i, i, i, i, i, -13, i, i, -4.9, i
(41) COc1ccc(OC)c(C(=O)N/N=C/c2ccccn2)c1
  i, i, i, i, i, i, 17, i, i, 1.0, i
(42) COc1ccc(N(CC(=O)NCCSCc2ccccc2Cl)S(C)(=O)=O)cc1Cl
  i, i, i, i, i, i, 16, i, i, 0.5, i
(43) O=S(=O)(Nc1cccc(-n2cnnn2)c1)c1cccc(Cl)c1
  i, i, i, i, i, i, 6, i, i, 0.1, i
(44) CCOC(=O)c1cn2nc(Oc3cccc(F)c3)ccc2n1
  i, i, i, i, i, i, 46, i, i, 0.7, i
(45) O=C(c1cccc2c1-c1ccccc1/C2=N/O)N1CCCCC1
  i, i, i, i, i, i, 19, i, i, 0.1, i
(46) CCn1c(SCC(=O)NNC(=O)c2ccc(C)cc2)nnc1C(C)C
  i, i, i, i, i, i, 25, i, i, 1.3, i
(47) OC1CSc2nc3ccccc3n2C1 (stereo unspecified)
  i, i, i, i, i, i, 24, i, i, -0.8, i
(48) CCc1nnc(SCc2ccc(C(=O)OC)o2)n1N
  i, i, i, i, i, i, 10, i, i, -0.2, .
(49) O=C(O/N=C/c1ccc(Cl)cc1)C1CCCCC1
  i, i, i, i, i, i, 16, i, i, -0.3, i
(50) CC(=O)Nc1ccc(S(=O)(=O)N(C)c2ccc(OCC(=O)OCC(=O)NCc3ccco3)cc2)cc1
  i, i, i, i, i, i, 13, i, i, 0.0, i
(51) CSc1ncc(CN2CCN(C3CCCC3)C(CCO)C2)cn1 (stereo unspecified)
  i, i, i, i, i, i, -11, i, i, -0.3, i
(52) Cc1nn(-c2cc(Cl)ccc2Cl)c(C)c1C(=O)O
  i, i, i, i, i, i, 2, i, i, 0.0, i
(53) CCOc1cc(C(=O)N(C)Cc2cc3ccccc3[nH]c2=O)cc(OCC)c1OCC
  i, i, i, i, i, i, 31, i, i, 0.2, i
(54) CC(=O)Nc1cccc(C(=O)NCCc2ccco2)c1
  i, i, i, i, i, i, 36, i, i, 1.2, i
(55) COc1ccccc1C/C(N)=N/O
  i, i, i, i, i, i, 15, i, i, 204*, i
(56) O=C1CSC(c2cccnc2)N1c1ccc(Cl)cc1 (stereo unspecified)
  i, i, i, i, i, i, 12, i, i, -0.6, i
(57) COc1cccc(S(=O)(=O)NCc2ccc(C(=O)N3CCN(C)CC3)cc2)c1
  i, ., i, ., ., i, 14, i, i, -0.4, i
(58) COc1ccc(CN2CCN(Cc3ccccc3F)CC2)cc1OC
  i, i, i, i, i, i, 17, i, i, 4.3, i
(59) NC(=O)C1CCN(C(=O)C2CCN(S(=O)(=O)c3ccccc3)CC2)CC1
  i, i, i, i, i, i, 17, i, i, -0.2, i
(60) CC(C)(C)c1ccc(-c2n[nH]c(=S)n2-c2ccccc2)cc1
  i, i, i, i, i, i, -1, i, i, 0.4, i
(61) COc1ccccc1-c1nnc(SCc2nc3ccccc3s2)n1C
  i, i, i, -5.8*, i, i, -5, i, i, 1.2, i

MrgX1 antagonist, what is marked active above.
| nr | SMILES | TRPC6 act | TRPC4 act | MrgX1 antagonist | MrgX1 ag | AI-2 QS mod | TRPC4 potent | PolyA inhibitor | TRPC4 inh |
| --- | --- | --- | --- | --- | --- | --- | --- | --- | --- |
| 61 | COc1ccccc1-c1nnc(SCc2nc3ccccc3s2)n1C | i | i | -5.8* | i | -5 | i | i | i |

Only TRPC4 potent (two entries from above):
cpd	Compound	TRPC4 potent
23	Cc1ccc(S(=O)(=O)N2CCN(S(=O)(=O)c3ccccc3)C2c2ccc(N(C)C)cc2)cc1 (stereo unspecified)	i
24	O=C(O)c1ccc(N2C(=O)CSC2c2cccc([N+](=O)[O-])c2)cc1 (stereo unspecified)	i

Source: PubChem BioAssay

The list is partial. The share of hits here may be higher or lower than overall.
